# Screens deposited in PubChem by National Center for Advancing Translational Sciences (NCATS).
# A549 viability: counter-screen for Nrf2 inhibitors: cytotoxicity in A549 cells | A549 ARE-Fluc cells, CellTiter-Fluor viability, 18-24 h | Potency, µM (top dose mostly 46 µM), without a hit: at the highest dose activity change, negative = cytotoxicity, most hits filed as inhibitors | actives 0.16% (n = 390,000); note: potency is the fitted concentration of half-maximal effect; % is set by controls: 0 for no effect and ±100 for the full control effect
#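 A549 ARE-Fluc cells in 5% FBS OPTI-MEM, 5000 cells/well, rested 2 h then exposed to compounds in concentration-response for 18-24 h at 37 °C. Viability by CellTiter-Fluor fluorescence (Ex 405/Em 525) after 30 min; luciferase luminescence (BugLite, 15 min, RT) read afterwards.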
# Nrf2 activator: activators of Nrf2 (ARE) signaling; AREc32 ARE-luciferase reporter (MCF7-derived line), luminescence, 24 h; Potency, µM (series often up to 46.1 µM), for inactives: top-dose activation, hits mostly activators; actives 0.31% (n = 410,000); AID 624171; note: potency is the fitted concentration of half-maximal effect; % of control where 0% means no effect; nearly all actives have a fitted effect of over 65% in size
#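 AREc32_Fluc, 1000 cells/well, OPTI-MEM + 5% FBS, o/n 37 deg C 5% CO2; 23 nL cpd by pin tool, 24 hr; Steady-Glo 30 min RT, luminescence.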
# TGFb inhibitor: blocks TGF-b signaling; HepG2 CAGA-GFP TGF-b/SMAD3 reporter, GFP fluorescence, 18 h; TGF-beta stimulated, 500 pg/mL final; Potency, µM (titrated, usually from 46.1 µM), without a hit: at the highest dose activity, negative = inhibition, most hits filed as inhibitors; actives 1.2% (n = 410,000); AID 588855; note: potency is the fitted concentration of half-maximal effect; % is set by controls: 0 for no effect and ±100 for the full control effect; nearly all actives have a fitted effect of over 65% in size
#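 Per well, imaged GFP fluorescence of HEPG2 CAGA-GFP cells gives the signal; cells get compound, then TGF-beta (500 pg/mL final), 18 h at 37 degrees C; %Activity versus -TGF-beta and +DMSO controls.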
# ATXN2 expr inh: inhibitors of ATXN2 expression; HEK-293 ATXN2-luciferase reporter, luminescence, 24 h; Potency, µM (highest dose often 57 µM), for the others: at the top dose activity change, negative = inhibition, hits mostly inhibitors; actives 0.72% (n = 360,000); AID 1745845; note: potency is the fitted concentration of half-maximal effect; % is set by controls: 0 for no effect and ±100 for the full control effect; nearly all actives have a fitted effect of over 55% in size
#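 ATXN2-luciferase reporter cells (luciferase flanked by upstream and downstream ATXN2 gene portions) were treated 24 h at 37 °C with compounds at up to 57 uM. SteadyGlo luminescence gave expression; GF-AFC fluorescence gave viability.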
# MCF10A rerep: induces DNA re-replication in MCF 10a normal breast cells. Potency, µM (doses to about 46.1 µM), for inactives: top-dose activity, positive = re-replication, most hits filed as activators. actives 2.9% (n = 350,000). MCF 10A DNA re-replication, Hoechst nuclear intensity, 48 h. AID 624296; note: potency is the fitted concentration of half-maximal effect; % of control where 0% means no effect; nearly all actives have a fitted effect of over 50% in size
# IL-1B inflam inh: inflammasome signaling inhibition, IL-1 beta readout; THP-1 LPS/ATP IL-1B secretion, AlphaLISA, 16 h; hits give low values; activity change, % at 57.5 µM; actives 4.7% (n = 360,000); AID 743279; in the data active = activity change below about -50%; inconclusive = mostly about -30% to -49%; note: % is set by controls: 0 for no effect and ±100 for the full control effect
#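 Secreted IL-1B measured by AlphaLISA bead assay after 16 h compound exposure of THP-1 cells; compounds (final up to 57.5 uM) added 1 h before LPS (250 ng/mL) and ATP (1.25 mM) stimulation; lower signal means less secretion.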
# ATXN viability: reduces viability in counter-screen for ATXN expression inhibitors; S2 cells (HEK-293 line with an ATXN2-luciferase reporter) viability, CellTiter-Fluor protease fluorescence, 24 h; Potency, µM (doses to about 56.7 µM), hits mostly cytotoxic; actives 0.49% (n = 400,000); note: potency is the fitted concentration of half-maximal effect; nearly all actives have a fitted effect of over 40% in size
# HepG2 tox: counter-screen for TGF-b inhibitors: cytotoxicity in HepG2 cells; AID 588856; HepG2 CAGA-GFP viability, ATP luminescence, 18 h; actives 0.76% (n = 410,000); Potency, µM (highest dose often 46.1 µM), for inactives: at the highest dose activity change, negative = cytotoxicity, usual class: cytotoxic; note: potency is the fitted concentration of half-maximal effect; some results filed as inactive show a strong effect at the top dose
#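 CellTiter-Glo luminescence gave cytotoxicity after 18 hours at 37 degrees C. The cells were HepG2 CAGA-GFP in 1% FBS DMEM, stimulated with 500 pg/mL TGF-beta after compound addition. %Activity was normalised to no-cell wells (complete cell-killing) and DMSO (no toxicity), and curves were fitted and classified.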
# Nrf2 block: inhibitors of Nrf2 signaling; A549 ARE-Fluc reporter, luciferase luminescence, 18-24 h; Potency, µM (doses to about 46 µM), for the others: at the top dose activity change, negative = inhibition, usual class: inhibitors; actives 2.1% (n = 360,000); AID 504444; note: potency is the fitted concentration of half-maximal effect; % is set by controls: 0 for no effect and ±100 for the full control effect; nearly all actives have a fitted effect of over 60% in size
#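 Cells were seeded and rested 2 h, then exposed to compounds for 18-24 h. CellTiter-Fluor was read first as a viability measure. BugLite was added 15 min before the final luminescent read of ARE-luciferase activity in A549 cells.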
# * = called active by the depositor; i = inactive; u = inconclusive; x = not tested or not shown; [ ] = dose if it differs, or a comment. Unless noted, calls come from the whole dose curve; as a rule, active = well fitted curve in the direction sought with a large enough effect; inconclusive = small, poorly fitted or top-dose-only effect, or another doubt; inactive = no such curve, though single readings can be large; an effect the other way counts as inactive or inconclusive. Hits appear at their usual frequency; any-hit rate near 8.8%.
compound | A549 viability | Nrf2 activator | TGFb inhibitor | ATXN2 expr inh | MCF10A rerep | IL-1B inflam inh | ATXN viability | HepG2 tox | Nrf2 block
CCOC(=O)C1CCN(C(=O)CCc2c(C)nc3cc(-c4ccccc4)nn3c2C)CC1 | -3% | -4.0% | -1% | u | u | 2 | i | 9% | u
O=C(/C=C\c1ccc2c(c1)OCO2)NC1(C(=O)Nc2ccc3c(c2)OCO3)CCCCC1 | -17% | 0.2% | 3% | -11% | u | -8 | u | -6% | -12%
CCN(C(=O)CN1CCN(C)CC1)c1cccc2ccccc12 | -3% | -0.5% | -5% | -2% | 2% | 7 | i | -5% | -10%
C/C(Cn1nnc([N+](=O)[O-])n1)=N\NC(=O)c1ccc(C)cc1 | -17% | 3.2% | u | -30% | 5% | 41 | u | -13% | -4%
CCOC(=O)Cn1nc(C)c2ccccc2c1=O | -6% | -0.4% | 0% | 5% | -4% | -19 | i | -3% | 7%
CCOc1c2ccc(C(=O)NCc3ccc(C)cc3)cc2nn1CC | 0% | 0.2% | 4% | 9% | -2% | -24 | i | 14% | -15%
Cc1cc(-c2cc(-c3ccccc3)on2)nc(NC2CCCC2)n1 | 14% | 5.0% | -1% | 1% | u | 0 | i | -19% | -8%
CCOc1ccc(-c2cc(C(=O)NCc3ccc(OCC)c(OC)c3)[nH]n2)cc1 | 1% | 0.1% | -7% | x | x | x | x | -9% | -4%
CC(C)OC(=O)NCN1C(=O)C2C3C=CC(C3)C2C1=O (stereo unspecified) | -10% | 0.5% | -8% | 17% | -8% | 3 | i | -5% | -10%
CN(NS(=O)(=O)c1cccs1)c1ncc(C(F)(F)F)cc1Cl | -1% | -0.5% | -13% | -1% | -1% | 48 | i | -6% | -12%
CC(C)n1cnc2c(=S)nc[nH]c21 | -3% | -0.9% | 10% | x | 12% | 7 | i | -9% | -15%
CN1CCC(N2CCN(c3cccc(C(F)(F)F)c3)CC2)CC1 | -4% | 0.1% | -9% | -7% | -4% | 0 | i | -10% | -4%
COc1ccc(NC(=O)CN(C)C(=O)CSc2nc3ccccc3s2)cc1 | -5% | 3.1% | -27% | 12% | -6% | 10 | u | -4% | 4%
CC1CCN(Cc2nnnn2-c2cccc([N+](=O)[O-])c2)CC1 | 2% | -0.2% | -8% | 1% | -6% | -14 | i | 3% | 6%
Cc1ccccc1CC(=O)N1CCOCC1 | -7% | -0.7% | -3% | 24% | 4% | 26 | i | 11% | 12%
COc1ccccc1N1CCN(C2CCN(C(=O)c3ccc(F)cc3)CC2)CC1 | 11% | -0.9% | -7% | 6% | 1% | 26 | i | 0% | -8%
CCc1ccc(NC(=O)c2onc(C)c2Cl)cc1 | 9% | 4.7% | 0% | 96%[activator] | 5% | -28 | i | -14% | u
COc1cccc(/C=C2\C(=O)N(c3cccc(C)c3)C(=O)c3ccccc32)c1 | 0% | -1.0% | 14% | 1% | u | u | i | 0% | 8%
Cc1c(NS(=O)(=O)c2cccc(C(=O)Nc3ccc(SC(F)F)cc3)c2)c(=O)n(-c2ccccc2)n1C | -13% | 3.5% | u | -18% | u | u | u | -29% | u
Cc1ccc2c(c1)c1nnc(SCC(=O)Nc3ccc(N(C)C)cc3)nc1n2CC(=O)O | -1% | -0.7% | -17% | x | -2% | 5 | i | 1% | -5%
O=C(Nc1ccc(O)c(-c2nc3ccccc3o2)c1)c1ccco1 | -6% | 9.0% | -1% | -4% | x | x | i | -7% | -10%
COc1ccc(/C=C(\NC(=O)c2ccc(Cl)cc2)C(=O)NCC2CCCO2)cc1OC (stereo unspecified) | 4% | 0.1% | -1% | -20% | -2% | -17 | i | -14% | -20%
Cc1ccc(C)c(NC(=O)CN(C)C(=O)[C@@H](NC(=O)c2ccc(C(C)(C)C)cc2)C(C)C)c1 | u | 8.4% | u | -10% | u | -21 | u | -85% | u
CCc1cc(C(=O)N(Cc2ccccc2)c2c(N)n(CCOC)c(=O)[nH]c2=O)sc1C | 2% | 0.0% | -2% | -7% | 1% | 14 | i | -10% | 2%
Cc1ccc(NC(=O)NC(=O)CSc2nnc(-c3ccc(Cl)cc3Cl)n2N)c(C)c1 | -3% | -0.8% | -13% | 5% | 0% | 0 | i | -4% | -3%
CN(Cc1ccccc1)S(=O)(=O)c1ccccc1Br | -2% | -0.4% | 1% | 3% | 15% | -3 | i | -16% | -9%
C=C(C)Cn1c2ccc(NC(=O)CCc3cccnc3)cc2c(=O)n1C | x | 0.5%[9.22 µM] | 25% | 8% | x | 11 | i | 15% | x
COC(=O)C1CCCN1C(=O)C1CCCN1C(=O)CNC(=O)OCc1ccccc1 (stereo unspecified) | 0% | -0.7% | u | u | -2% | -7 | u | 7% | x
CCOC(=O)c1c(C)c[nH]c1C | 13% | 0.4% | -3% | -3% | 2% | -10 | i | -15% | 30%
O=C(NCC(F)(F)F)c1nn(Cc2ccccc2)c(=O)c2ccccc12 | -4% | 0.5% | 0% | -5% | 2% | 7 | i | -5% | -5%
CC(C)CCOc1ccc(C(=O)O)cc1 | -4% | 0.2% | 12% | 5% | -2% | 18 | i | -9% | -18%
CN1CCN(Cc2c(C(=O)N3CCc4ccccc4C3)nc3ccc(Cl)cn23)CC1 | 1% | 0.0% | -1% | 1% | 8% | 0 | i | -3% | 10%
O=C(CSc1nnnn1-c1ccc2c(c1)OCO2)NCc1ccccc1 | -10% | -0.6% | 20% | 15% | 26% | 86 | i | 0% | x
CC(C)CCNC(=O)Nc1ccc2c(c1)N(C)C(=O)CS2 | 3% | 6.8% | 3% | 20% | 1% | -10 | i | -23% | 7%
CCOc1cccc2cc(C(=O)NC(C)c3ccccc3)c(=N)oc12 (stereo unspecified) | -3% | 2.4% | -12% | 1% | u | i | i | -23% | -20%
CCC(=O)N1c2ccccc2C(N(C(=O)CC)c2ccccc2)CC1C (stereo unspecified) | 2% | 9.3% | 27% | 46%[activator] | 3% | 110 | i | -3% | -15%
COC(=O)CN(c1c(C)cccc1C)S(C)(=O)=O | 5% | -0.8% | 16% | 8% | 0% | 5 | i | 0% | 12%
O=C(CSc1nc(-c2ccccc2)c(-c2ccccc2)[nH]1)Nc1ccc2c(c1)OCO2 | 0% | 4.6% | 5% | -32% | u | 22 | i | -17% | -23%
COc1cc2c(cc1OC)-c1nc3ccccc3c(=O)n1C(C)(C)C2 | -4% | 0.2% | -2% | -17% | -6% | -25 | i | -15% | -18%
Cc1cc(F)ccc1S(=O)(=O)N1CCCOC1CNC(=O)C(=O)NCc1ccco1 (stereo unspecified) | 8% | -0.1% | -16% | -4% | -6% | 0 | i | -5% | -13%
CNc1nc(SCC(=O)Nc2ccccc2)nc(N2CCOCC2)n1 | -2% | 0.0% | -3% | 3% | -1% | -6 | i | 1% | -3%
COc1c(/C=C2\SC(=Nc3ccccc3Cl)NC2=O)cccc1[N+](=O)[O-] | 0% | 11% | u | x | u | -13 | i | -29% | -16%
O=C(Nc1ccc(Oc2ccc(C(=O)O)c(C(=O)O)c2)cc1)c1cccs1 | 1% | 0.1% | -7% | 14% | -4% | 13 | i | 3% | 3%
COc1ccccc1N1CCN(CC(O)c2ccc3cc[nH]c3c2)CC1 (stereo unspecified) | 16% | 2.7% | -11% | -25% | -1% | -7 | i | -16% | 1%
O=C(O)C1(O)C[C@H](O)C(O)[C@@H](O)C1 (stereo partly specified) | -4% | -1.4% | 25% | 4% | 4% | 0 | i | -1% | 9%
CCC(=O)Nc1ccc(NC(=O)CSc2nnnn2-c2cccnc2)cc1C | 16% | 0.1% | -2% | 12% | 1% | -4 | i | 5% | 13%
Cc1ccc(Cn2c(=O)n(C)c(=O)c3sccc32)cc1 | 0% | 1.1%[9.22 µM] | -8% | -3% | -7% | 17 | i | -25% | 7%
